# Screening results: PubChem BioAssay, several laboratories
# Redox H2O2 prof: compounds producing H2O2 with reducing agent – biochemical, NIH compound library profiling, artefact control for MLSCN library redox annotation, primary screen; DTT-dependent redox cycling H2O2, phenol red/HRP absorbance; 100% = 100 µM peroxide control, 0% = buffer; activation, % at 10 µM; 200,000 compounds, 0.03% hits; AID 878;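 active means activation of at least 50% relative to the plate's high and low controls in the primary single-dose screen; inactive means activation below 50%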;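 further: compound incubated with DTT at 0.8 mM final as the reducing agent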
# STAT3 act: activators of IL-6 induced STAT3 signaling; U3A cells, IL-6 STAT3-luciferase reporter, luminescence; 100% = signal with IL-6 EC80 alone; activation (% of control), % at 5.6 µM; 190,000 compounds, 0.91% hits;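 active means activation above the screen-wide mean of compound activation plus 3 SD, cut at about 130% in these data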;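 further: 0% = background luminescence of wells with medium and substrate only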
#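 Material: human U3A cells carrying STAT3-luciferase construct. Measured by: reporter luminescence signal. Timing: compound 1 h, then IL-6 6 h at 37 °C.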
# NF-kB expr up: raises NF-kB expression in human neuronal cells; NF-kB reporter expression; active compounds read high; fold change at 12.5 µM; 190,000 compounds, 1.6% hits; AID 1239; in the data active means fold change above about 3.3
# APP 5'UTR act: APP 5'UTR luciferase reporter activation | 190,000 compounds, 1% hits | SH-SY5Y APP 5'UTR luciferase reporter, luminescence; zero percent = DMSO vehicle wells | AID 1276 | activation, % at 2 µM;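 active means activation above a set limit, based on mean plus 3 SD of controls, cut at about 140% in these data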; further: values of inactives mirror those of a sister screen read the other way
# STAT3 inh: inhibitors of IL-6 induced STAT3 signaling. U3A cells, IL-6 STAT3-luciferase reporter, luminescence; host cell line lacks STAT1. inhibition, % at 5.5 µM. 190,000 compounds, 0.89% hits;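 active means inhibition above the mean inhibition across all screened compounds plus 3 SD, cut at about 44% in these data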;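 further: 0% = DMSO only wells and 100% = 100 µM nifuroxazide control wells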
# HMGR II inh: inhibitors of class II HMG-CoA reductase from Enterococcus faecalis; purified E. faecalis HMGR, NADPH absorbance 340 nm kinetic; inhibition, % at 10 µM; 190,000 compounds, 0.41% hits;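 active means inhibition above a set limit, the median over all tested compounds plus 3 SD, cut at about 9.5% in these data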;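 further: enzyme runs in reverse so mevalonate oxidation gives rising NADPH absorbance; 0% = complete reaction with DMSO and 100% = background rate lacking mevalonate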
# Hsp70 act: switches on Hsp70 transcription. HeLa Hsp70 promoter luciferase reporter, luminescence; scaled: vehicle 0, proteasome-inhibitor control 100%. activation, % at 10 µM. 200,000 compounds, 0.04% hits. AID 1203;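 active means activation above the mean across all tested compounds plus 3 SD, cutoff set per campaign, cut at about 5.5% in these data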;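 further: 100% = MG132 at 30 µM as the positive control and 0% = DMSO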
# TLR4 MyD88 comp: TLR4-MyD88 interaction inhibition in cells; HeLa CL3-4 TLR4/MyD88 BLA complementation, FRET ratio; inhibition, % at 8.4 µM; O00206+Q99836; AID 861; 200,000 compounds, 0.18% hits; in the data active means inhibition above about 25%;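 further: 0% = vehicle and 100% = reference inhibitor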
# Target sequence (O00206 whole entry, looked up): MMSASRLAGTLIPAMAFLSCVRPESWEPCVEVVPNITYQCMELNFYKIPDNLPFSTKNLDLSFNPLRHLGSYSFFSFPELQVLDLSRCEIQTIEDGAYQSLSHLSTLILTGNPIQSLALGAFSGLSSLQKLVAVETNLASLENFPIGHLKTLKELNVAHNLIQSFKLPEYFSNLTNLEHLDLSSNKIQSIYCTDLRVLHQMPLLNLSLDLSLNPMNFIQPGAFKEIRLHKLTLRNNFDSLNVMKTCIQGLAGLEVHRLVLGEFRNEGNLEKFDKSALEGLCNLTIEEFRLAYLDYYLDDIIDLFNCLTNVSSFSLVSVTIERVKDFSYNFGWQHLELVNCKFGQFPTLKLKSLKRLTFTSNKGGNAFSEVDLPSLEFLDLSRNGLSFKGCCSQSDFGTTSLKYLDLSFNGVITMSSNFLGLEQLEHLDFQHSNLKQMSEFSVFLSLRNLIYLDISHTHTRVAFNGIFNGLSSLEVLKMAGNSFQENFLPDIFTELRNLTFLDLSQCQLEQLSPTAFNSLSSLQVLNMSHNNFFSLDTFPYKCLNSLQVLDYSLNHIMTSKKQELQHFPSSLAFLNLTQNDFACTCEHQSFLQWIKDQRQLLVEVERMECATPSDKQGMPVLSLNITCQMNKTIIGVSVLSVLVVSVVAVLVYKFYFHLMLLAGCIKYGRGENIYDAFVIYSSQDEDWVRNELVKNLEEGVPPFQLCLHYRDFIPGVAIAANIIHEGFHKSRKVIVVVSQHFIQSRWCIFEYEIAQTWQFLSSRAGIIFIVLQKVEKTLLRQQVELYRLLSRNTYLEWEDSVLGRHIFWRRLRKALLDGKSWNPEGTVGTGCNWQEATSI
# Target sequence (Q99836 whole entry, looked up): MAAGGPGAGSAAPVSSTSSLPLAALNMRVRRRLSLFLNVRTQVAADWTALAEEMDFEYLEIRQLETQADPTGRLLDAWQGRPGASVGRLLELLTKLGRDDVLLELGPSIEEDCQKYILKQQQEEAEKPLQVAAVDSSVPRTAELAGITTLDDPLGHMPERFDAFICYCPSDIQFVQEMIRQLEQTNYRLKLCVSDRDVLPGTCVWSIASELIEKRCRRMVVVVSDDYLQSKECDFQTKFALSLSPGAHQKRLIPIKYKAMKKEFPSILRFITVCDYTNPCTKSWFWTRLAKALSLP
# STAT1 act: activators of IFN-gamma induced STAT1 signaling. NIH 3T3 STAT1-luciferase reporter, luminescence; 100% = IFN-gamma alone, no compound. activation (% of control), % at 5.5 µM. 200,000 compounds, 2.6% hits;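 active means activation above the screen-wide mean activation plus 3 SD, cut at about 130% in these data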;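 further: raw ratio to IFN-gamma control signal so 100% means no change and 0% no light; values of inactives mirror those of a sister screen read the other way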
# STAT1 inh: inhibitors of IFN-gamma induced STAT1 signaling | 200,000 compounds, 0.35% hits | inhibition, % at 5.5 µM | AID 920 | NIH 3T3 STAT1-luciferase reporter, luminescence;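 active means inhibition above a set limit, the mean inhibition across all tested compounds plus 3 SD, cut at about 34% in these data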;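 further: 0% = IFN-gamma with DMSO and 100% = IFN-gamma with 300 µM nifuroxazide; values of inactives mirror those of a sister screen read the other way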
# * marks the source's active call; other numbers are inactive results; nt = no result given.
SMILES,Redox H2O2 prof,STAT3 act,NF-kB expr up,APP 5'UTR act,STAT3 inh,HMGR II inh,Hsp70 act,TLR4 MyD88 comp,STAT1 act,STAT1 inh
Cc1noc(C)c1CSc1nnc(-c2ccncc2)n1-c1cccc(Cl)c1C,-3.1,100,1.1,-11,6,-6,0.0,6,94,8
CC(=O)c1c(C)nc2ccc(C)cc2c1-c1ccccc1,0.2,100,1.1,-5,6,1,-0.2,3,95,5
Cc1nc([N+](=O)[O-])c(C(=O)OCc2ccccc2C#N)n1C,-0.8,95,1.4,1,10,0,0.1,-2,105,-7
COc1ccc(CCNC(=O)Cn2nc(C(=O)O)c3ccccc3c2=O)cc1OC,-0.2,100,0.99,3,2,1,-0.2,-15,89,10
CCCCCCCCC/C(=N\O)c1ccccn1,0.2,99,1.3,31,5,-7,0.5,-6,128,-31
O=C(N/N=C/c1ccncc1)c1cc2c(ccc3ccccc32)o1,-2.2,88,1.4,13,21,2,0.1,3,110,-12
CCCCCCCOc1ccc(-c2ccc(C#N)cn2)cc1,0.4,99,1.1,6,-1,-1,-0.1,-15,108,-9
C=CCc1c(C)nc(-c2ccccc2)nc1Nc1ccc(O)cc1,-0.2,101,0.68,-14,8,0,-0.1,12,94,6
COc1ccc(C)cc1NC(=O)c1ccccc1NS(=O)(=O)c1ccc(Cl)s1,-0.6,73,0.94,19,37,1,0.0,3,67,33
O=C(CCC(=O)NC1CCCCCC1)Nc1nnc(C(F)(F)F)s1,-1.4,102,1.1,12,0,-6,2.0,1,97,4
C#CCOCCOCCOCCNc1nc(N2CCN(C(=O)[C@H](CCCCN)n3cc([C@@H](N)CC(C)C)nn3)CC2)nc(N2CCN(C(=O)[C@H](Cc3cc4ccccc4[nH]3)n3cc([C@@H](N)Cc4ccc(O)cc4)nn3)CC2)n1,0.4,nt,0.92,7,nt,-3,-0.3,-11,106,-4
CCNC(=O)/N=C1/NC(=O)C(C(C)C)O1 (stereo not drawn),1.9,102,1.1,0,3,-1,-0.2,-16,102,-2
COC(=O)c1sccc1NC(=O)CN(C)NS(=O)(=O)c1ccc(F)cc1,1.6,99,0.97,11,4,4,0.2,-7,102,-2
CC(C)CC(=O)Nc1nc2ccc(S(=O)(=O)N3CCOCC3)cc2s1,-4.3,102,0.76,-7,-1,2,0.0,8,100,0
O=C(Nc1ccc2nc(C3CC3)n(Cc3ccc(F)cc3)c(=O)c2c1)c1ccco1,-0.8,81,0.5,23,28,0,-0.1,7,113,-14
Cc1cccc(C(C)C)c1-n1nnnc1-c1ccccc1,-0.9,110,1.1,2,-8,-5,0.3,13,101,-1
CN(C)c1nc(OCCNC(=O)Nc2ccccc2)nc(N(C)C)n1,-3.4,86,0.97,-8,20,1,-0.3,-12,95,6
COc1ccccc1N1CCN(C(c2ccccc2)c2nnnn2CCc2ccccc2)CC1 (stereo not drawn),-0.3,98,1,14,6,3,-0.5,9,104,-5
COc1cc(/C=C/C(=O)c2ccc(O)cc2)ccc1OCC#N,-0.2,89,3.7*,-15,17,-4,0.0,-8,93,8
CCC(=O)c1cc2c(cc1NC(=O)C(C)C)OCCO2,0.1,98,1.3,11,9,0,0.0,2,102,-2
N#C/C(=C1/C(=O)Nc2ccc(Br)cc21)c1ccccn1,-2.1,105,1,7,-6,3,0.0,-7,99,1
CCC(C)NC(=O)CSC1=Nc2ccccc2C2=NC(CC(=O)NCc3ccc(F)cc3)C(=O)N12 (stereo not drawn),-0.8,103,1.1,0,1,-5,-0.2,-6,103,-3
CCOC(=O)c1ccc(N=C2SC(C(=O)NCCc3ccccc3)CC(=O)N2C)cc1 (stereo not drawn),-0.1,100,0.98,-14,5,-1,0.1,3,98,-1
CC(C(=O)NCc1ccco1)c1ccc([N+](=O)[O-])cc1 (stereo not drawn),-2.0,107,1.1,0,-6,-2,0.0,-10,104,-5
Cc1ccc(C)c(Oc2nnnn2-c2ccccc2)c1,0.7,102,1.4,-9,2,0,-0.4,-3,102,-2

# Two of these compounds in a different format:
SMILES: CC(C(=O)NCc1ccco1)c1ccc([N+](=O)[O-])cc1 (stereo not drawn)
  Redox H2O2 prof = -2.0; STAT3 act = 107; NF-kB expr up = 1.1; APP 5'UTR act = 0; STAT3 inh = -6; HMGR II inh = -2; Hsp70 act = 0.0; TLR4 MyD88 comp = -10; STAT1 act = 104; STAT1 inh = -5
SMILES: CCC(C)NC(=O)CSC1=Nc2ccccc2C2=NC(CC(=O)NCc3ccc(F)cc3)C(=O)N12 (stereo not drawn)
  Redox H2O2 prof = -0.8; STAT3 act = 103; NF-kB expr up = 1.1; APP 5'UTR act = 0; STAT3 inh = 1; HMGR II inh = -5; Hsp70 act = -0.2; TLR4 MyD88 comp = -6; STAT1 act = 103; STAT1 inh = -3

# Later entries
SMILES,Redox H2O2 prof,STAT3 act,NF-kB expr up,APP 5'UTR act,STAT3 inh,HMGR II inh,Hsp70 act,TLR4 MyD88 comp,STAT1 act,STAT1 inh
CC(C)NC(=O)NC(=O)COC(=O)Cc1ccsc1,-3.0,97,1.2,3,8,-1,-0.4,1,96,4
CCCCCNC(=O)c1cc(S(=O)(=O)N2CCCCC2)ccc1F,-0.9,101,0.93,-4,3,-7,-0.2,6,98,1
O=C(NCc1ccncc1)c1ccc(Br)cc1,1.8,102,1.1,-13,0,-2,-0.3,-6,110,-11
CC(Sc1cnc2ccccc2n1)C(=O)O (stereo not drawn),0.4,104,1.3,15,0,-1,0.2,14,98,2
COC(=O)c1[nH]c2cc(OC)ccc2c1NC(=O)c1nonc1C,1.8,85,1.2,23,23,-13,-0.2,-4,97,4
COc1ccc(C2CC(c3ccccc3)=NN2C(=O)CN2N=NC3C(=O)N(c4cccc(F)c4)C(=O)C32)cc1 (stereo not drawn),0.2,102,1.1,-17,-4,-4,-0.2,4,100,0
C=C1c2cc(CC)ccc2NC(=O)N1c1ccc(C)cc1,-0.9,91,1.2,-8,19,-1,0.1,2,108,-9
O=C(CC1SCCNC1=O)Nc1ccccc1Cl (stereo not drawn),-0.1,104,1.2,7,1,0,0.0,14,106,-6
O=C(CCS(=O)(=O)c1cccs1)Nc1ccc(C(=O)NCc2ccc(F)cc2)cc1,0.0,99,1.1,8,8,1,-0.6,5,102,-2
O=C(CSC1c2ccccc2C(=O)N1c1ccccc1)N1CCOCC1 (stereo not drawn),2.5,106,1,10,-5,-7,-0.2,10,93,7
Nc1nnn(Cc2ccccc2)n1,2.2,97,1.2,-2,8,-1,-0.2,-9,103,-3
C=CCn1c(C)cc(C(=O)COC(=O)/C=C/c2cccc(OC)c2)c1C,-10,91,1.4,1,13,-8,0.1,-3,95,6
Cc1cc(C)c[n+](-c2nc3ccccc3nc2[N-]S(=O)(=O)c2ccc(Cl)cc2)c1,0.3,104,1.1,9,-1,1,-0.4,-1,102,-2
Cc1cc(N2CCCC(C(=O)Nc3cccc(Cl)c3)C2)n2ncnc2n1 (stereo not drawn),-0.7,98,1.1,1,4,-5,-0.3,14,83,17
COc1ccc2[nH]c(=O)c(CN(Cc3ccccc3)C(=S)NCC3CCCO3)cc2c1 (stereo not drawn),0.0,94,0.69,-22,9,-3,0.1,-16,90,9
CC1CCCCN1C(=O)C1CC(c2ccc(F)cc2)=NO1 (stereo not drawn),-0.4,102,1.7,43,0,-1,0.9,-5,136*,-40
COc1ccc(C(CNC(=O)Cn2[nH]c(=O)c3ccccc3c2=O)N2CCCC2)cc1 (stereo not drawn),1.2,102,0.82,6,7,-2,-0.1,1,101,-2

# 4 compounds out of the list, arranged by formula weight, descending.
SMILES,Redox H2O2 prof,STAT3 act,NF-kB expr up,APP 5'UTR act,STAT3 inh,HMGR II inh,Hsp70 act,TLR4 MyD88 comp,STAT1 act,STAT1 inh
COc1ccc2[nH]c(=O)c(CN(Cc3ccccc3)C(=S)NCC3CCCO3)cc2c1 (stereo not drawn),0.0,94,0.69,-22,9,-3,0.1,-16,90,9
CCCCCNC(=O)c1cc(S(=O)(=O)N2CCCCC2)ccc1F,-0.9,101,0.93,-4,3,-7,-0.2,6,98,1
COC(=O)c1[nH]c2cc(OC)ccc2c1NC(=O)c1nonc1C,1.8,85,1.2,23,23,-13,-0.2,-4,97,4
C=C1c2cc(CC)ccc2NC(=O)N1c1ccc(C)cc1,-0.9,91,1.2,-8,19,-1,0.1,2,108,-9

# Complete entries, looked up by structure. Values in the order: Redox H2O2 prof	STAT3 act	NF-kB expr up	APP 5'UTR act	STAT3 inh	HMGR II inh	Hsp70 act	TLR4 MyD88 comp	STAT1 act	STAT1 inh
# `COC(=O)c1sccc1NC(=O)CN(C)NS(=O)(=O)c1ccc(F)cc1` reads 1.6	99	0.97	11	4	4	0.2	-7	102	-2
# `COc1ccc(C)cc1NC(=O)c1ccccc1NS(=O)(=O)c1ccc(Cl)s1` reads -0.6	73	0.94	19	37	1	0.0	3	67	33
# `O=C(CCS(=O)(=O)c1cccs1)Nc1ccc(C(=O)NCc2ccc(F)cc2)cc1` reads 0.0	99	1.1	8	8	1	-0.6	5	102	-2
# `Cc1cc(N2CCCC(C(=O)Nc3cccc(Cl)c3)C2)n2ncnc2n1` (stereo not drawn) reads -0.7	98	1.1	1	4	-5	-0.3	14	83	17
# `COC(=O)c1[nH]c2cc(OC)ccc2c1NC(=O)c1nonc1C` reads 1.8	85	1.2	23	23	-13	-0.2	-4	97	4
